Screening data as filed in PubChem.
TDP2 inh: TDP2 (human) inhibition, absorbance primary screen; recombinant TDP2, T5PNP hydrolysis, p-nitrophenol absorbance 415 nm; 370,000 tested, 0.34% active; inhibition, % at 12.8 µM; AID 720702;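 active = inhibition above the mean of all tested compounds plus 3 SD, set per campaign, cut at about 25% in these data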;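 also: 0% = DMSO with enzyme and 100% = buffer with substrate but no TDP2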
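System: recombinant human TDP2 / Amount: 120 nM TDP2 per well / Also added: 5 mM T5PNP chromogenic substrate / Doses: 12.8 µM single point, 1% DMSO / Incubation: 2 h at 37 °C / Detection: p-Nitrophenol epi absorbance / Evaluation: % inhibition relative to enzyme-containing and enzyme-free wells / Repeats: singlicate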
DDE Tn6 FP inh: inhibitors of Tn6 peptide binding to human fibrin DD(E); P02675; Fibrin DD(E) TRITC-Tn6 fluorescence polarization displacement; inhibition, % at 8.3 µM; 370,000 tested, 0.21% active;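 active = inhibition above a per-campaign cutoff: mean of compounds within control limits plus 3 SD, cut at about 15% in these data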;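 also: 0% = median of all compound wells on the plate and 100% = blocking peptide control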
KLK7 zymogen act: activators of human kallikrein-7 zymogen; 370,000 tested, 0.9% active; P49862; AID 652039; activation, % at 7 µM; purified proKLK7, EDANS-DABCYL substrate fluorescence; 100% is mature enzyme control, 0% vehicle;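 active = activation above the mean of all tested compounds plus 3 SD, computed per campaign excluding outliers beyond control limits, cut at about 13% in these data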
Target sequence (P49862 whole entry, looked up): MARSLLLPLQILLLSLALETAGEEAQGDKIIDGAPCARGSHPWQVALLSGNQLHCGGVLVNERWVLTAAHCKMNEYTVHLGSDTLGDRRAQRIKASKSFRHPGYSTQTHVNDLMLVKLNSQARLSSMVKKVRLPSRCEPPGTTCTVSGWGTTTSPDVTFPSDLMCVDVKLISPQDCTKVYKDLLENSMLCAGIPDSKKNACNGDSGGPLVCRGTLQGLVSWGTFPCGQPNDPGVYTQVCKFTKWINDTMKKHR
UHRF1 MBD2 ctr: human UHRF1 methylated DNA binding inhibitors. Q96T88. UHRF1 binding to methylated oligo, TR-FRET. inhibition, % at 4.4 µM. 370,000 tested, 0.75% active. AID 687016; in the data active = inhibition above about 21%;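 also: UHRF1 SRA domain binding a hemimethylated CpG hairpin DNA probe; 0% = median of test compound wells and 100% = reference inhibitor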
Target sequence (Q96T88 whole entry, looked up, the tested form may be a part): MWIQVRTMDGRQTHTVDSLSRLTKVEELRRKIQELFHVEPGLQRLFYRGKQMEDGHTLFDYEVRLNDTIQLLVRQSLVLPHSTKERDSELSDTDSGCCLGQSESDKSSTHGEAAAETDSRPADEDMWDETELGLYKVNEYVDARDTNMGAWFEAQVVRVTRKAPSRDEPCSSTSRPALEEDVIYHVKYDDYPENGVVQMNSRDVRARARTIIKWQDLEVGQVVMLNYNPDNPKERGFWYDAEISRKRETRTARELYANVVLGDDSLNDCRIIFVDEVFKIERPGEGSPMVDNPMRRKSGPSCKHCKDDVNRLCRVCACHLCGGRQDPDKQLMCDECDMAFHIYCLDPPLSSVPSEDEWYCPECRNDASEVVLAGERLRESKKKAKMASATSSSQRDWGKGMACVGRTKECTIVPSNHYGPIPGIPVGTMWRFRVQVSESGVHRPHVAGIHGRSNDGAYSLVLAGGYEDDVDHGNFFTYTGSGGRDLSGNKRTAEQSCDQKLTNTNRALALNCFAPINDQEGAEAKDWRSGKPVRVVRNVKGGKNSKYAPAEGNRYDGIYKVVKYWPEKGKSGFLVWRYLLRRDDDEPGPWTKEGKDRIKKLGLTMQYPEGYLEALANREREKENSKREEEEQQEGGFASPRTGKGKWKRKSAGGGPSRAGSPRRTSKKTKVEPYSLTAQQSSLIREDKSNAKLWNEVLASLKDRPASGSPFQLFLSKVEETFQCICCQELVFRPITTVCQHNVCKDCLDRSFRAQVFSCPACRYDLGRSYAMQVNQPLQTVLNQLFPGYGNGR
DDE Tn7 FP inh: DD(E)-Tn7 binding inhibition, primary FP screen; FP displacement of FITC-Tn7 peptide from fibrin DD(E); 0% = median of compound wells per plate; inhibition, % at 8.3 µM; 370,000 tested, 0.13% active; AID 720508;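 active = inhibition above the mean of compounds falling within the control limits plus 3 SD of them, cut at about 14% in these data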;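 also: 0% = plate median of compound wells and 100% = 10 µM Aha-Tn7 peptide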
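Assay system: Fibrin-DD(E) protein isolated from polymerized human fibrin clots; read-out basis: percent inhibition; medium: Tris/NaCl/CaCl2 buffer, pH 7.8; signal: FP measurement; incubation: 10 min plus 3 h, room temperature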
SIAE inh: inhibitors of human sialic acid acetylesterase SIAE. Q9HAT2. SIAE FP-Rh probe binding, fluorescence polarization. inhibition, % at 9.66 µM. 370,000 tested, 0.69% active;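 active = inhibition above a cutoff: mean of compounds within the control limits plus 3 SD of those, cut at about 17% in these data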;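 also: 0% = plate median of compound wells and 100% = probe without SIAE protein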
PRMT1 inh: inhibitors of human PRMT1; 370,000 tested, 1.3% active; inhibition, % at 2.79 µM; Q99873; recombinant PRMT1, activity-based probe fluorescence polarization;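 active = inhibition above about 21% made by adding two undisclosed values, limit read from the data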
TCR-CD3 inh: inhibitors of human TCR-CD3 interaction; TAMRA-labeled TCR probe fluorescence, biochemical; inhibition, % at 9.4 µM; 360,000 tested, 0.37% active; in the data active = inhibition above about 19%;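 also: recombinant mutant TCR 2C K166C tagged with TAMRA read by polarization; 0% = receptor in buffer alone and 100% = receptor with positive control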
MBD2 inh: MBD2-methylated oligo binding inhibition. Q9UBB5. 370,000 tested, 0.31% active. inhibition, % at 4.4 µM. TR-FRET, MBD2 binding to methylated oligonucleotide. AID 686964; in the data active = inhibition above about 13%
LEDGF integ inh: blocks HIV-1 LEDGF/p75-dependent DNA integration; TR-FRET IN-LEDGF/p75 DNA integration, Eu/Cy5; inhibition, % at 3.7 µM; 370,000 tested, 0.64% active;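 active = inhibition above the screen-wide mean plus 3 SD, cut at about 13% in these data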;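 also: signal is the Cy5 over europium emission ratio at 671 and 618 nm; 0% = plate median of compound wells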
* = called active by the depositor; . = no result given; + = active, no number.

SMILES	DDE Tn6 FP inh	DDE Tn7 FP inh	TCR-CD3 inh	TDP2 inh	UHRF1 MBD2 ctr	PRMT1 inh	LEDGF integ inh	SIAE inh	MBD2 inh	KLK7 zymogen act
COCCNC(=O)C1(C)CCCN(C(=O)c2ccc(OC)c(OC)c2)C1 (stereo not drawn)	-4	4	-3	4	1	1	-1	8	0	-0.5
O=C(CCS(=O)(=O)c1ccccc1)Nc1ccc2c(c1)C(=O)NC2=O	3	0	-8	-8	2	3	-2	6	7	-76
CC(C)(C)C(=O)NCCn1ccc2ccccc21	3	-3	-3	0	-4	-3	-1	3	-6	-1.0
CN1CCc2nc(SC(C(=O)O)c3ccccc3)c(C#N)c(-c3cccs3)c2C1 (stereo not drawn)	4	1	5	18	1	12	-6	6	-2	0.4
Cc1ccc(NC(=O)C2CCCN2C(=O)NC2CCCCC2)cc1C (stereo not drawn)	1	-2	0	-16	6	-2	53*	-6	2	0.6
COc1ccnc(CN(C)C(=O)C2CCC(=O)N(CCN(C)C)C2)c1 (stereo not drawn)	-13	-5	-2	7	2	7	-5	-3	-1	-0.8
CCC(=O)c1ccc(N2CCN(S(=O)(=O)c3ccccc3)CC2)c(F)c1	-4	7	5	1	1	-1	3	4	0	0.5
CCn1c(/C=C/Nc2ccccc2)[n+](CC)c2ccc(Cl)cc21	-3	1	-1	-1	5	1	0	2	1	-0.2
CCOc1cc(/C=C2/COc3ccccc3C2=O)ccc1OCC(=O)N(C)C	7	-5	4	-9	0	0	2	1	-5	-0.3
CC1CCCCC12NC(=O)N(CC(=O)OCc1cccc(F)c1)C2=O (stereo not drawn)	-3	-7	2	-6	3	-5	4	-7	-1	-0.2
Cc1nc(SCC(=O)N(C)Cc2ccco2)c2c(C)c(C)sc2n1	-2	1	-1	-3	-1	5	-1	-4	-1	-0.2
CN(C(=O)COc1ccc([N+](=O)[O-])cc1)C1CCS(=O)(=O)C1 (stereo not drawn)	-5	0	6	-1	14	-6	-1	2	1	0.4
O=C(Nc1ccccc1F)C1CCCN(S(=O)(=O)c2cccc3cccnc23)C1 (stereo not drawn)	2	1	-3	-2	2	2	-1	-2	1	0.3
O=C(COc1ccc(Cl)cc1)Nc1ccc2c(c1)C(=O)NC2=O	3	7	3	19	-2	-2	-1	1	2	-1.4
COc1ccccc1S(=O)(=O)Cc1ccc(C(=O)NCc2ccc3c(c2)OCO3)o1	6	-7	7	-4	1	-4	4	-1	-1	0.1
O=c1ccc(C(F)(F)F)cn1Cc1cc(=O)n2cc(Br)ccc2n1	-6	-2	4	-2	3	2	-5	2	5	0.5
O=C1CC(C(=O)N(c2ccc(F)cc2)C(C(=O)NC2CCCC2)c2ccccn2)CS1 (stereo not drawn)	-8	-4	-2	1	3	1	1	1	0	0.3
Cc1cccc(C(=O)n2cnnc2N)c1	-2	-4	6	15	1	0	-1	-5	2	0.2
Cc1cc(N)ccc1-c1cc2ccccc2oc1=O	-1	3	8	6	0	-2	1	5	1	-0.7
CN(Cc1c(C(=O)N/N=C/c2c(F)cccc2Cl)nnn1-c1nonc1N)C1CCCCC1	1	-2	3	-6	-1	1	-5	-1	-4	-0.6
CCCCN1CCC(CN2C(=O)C(=O)NC[C@@H]2Cc2ccccc2)CC1	4	5	4	8	0	0	1	-1	3	0.5
COc1ccc(/C=C2\SC(=S)N(CCCC(=O)N3CCN(C)CC3)C2=O)cc1OC	-4	-2	-2	-5	-1	-4	6	0	-6	0.2
CCOC(=O)c1ccc(NC(=O)CSc2nnnn2CCCO)cc1	8	-2	2	8	1	-2	-3	-1	-2	0.0
COc1ccc(N2CCN(C(=O)c3ccc(CS(=O)(=O)c4ccc(OC)cc4)o3)CC2)cc1	-1	-5	-3	-11	2	-3	2	17	-6	0.4
O=C(c1cccs1)n1nc(-c2ccc(Cl)cc2)nc1NCc1ccco1	3	2	5	1	-3	1	-1	-7	-4	0.8
C/C(=N\NC(=O)CNC(=O)c1ccccc1F)c1ccco1	0	6	0	-6	-3	-3	9	14	1	0.0
COc1ccc(-c2nnc(SCC(=O)N3CCCCC3)o2)c(OC)c1	-3	5	3	-1	4	-3	-1	0	4	-0.4
Cc1nn(-c2ccccc2)c(C)c1NC(=O)COC(=O)CCOc1ccccc1	-1	-10	3	-2	-3	-2	5	5	-5	-0.1
O=C(Nc1nccs1)c1cccc2ccccc12	1	4	-9	-2	0	2	1	-4	2	0.5
COc1cccc(C=Nc2cccc3c(=O)[nH][nH]c(=O)c23)c1O	6	10	6	14	19	-3	1	-11	-5	2.4

Rewritten as labelled records: part of the list above.
> COc1ccc(N2CCN(C(=O)c3ccc(CS(=O)(=O)c4ccc(OC)cc4)o3)CC2)cc1
  DDE Tn6 FP inh = -1	DDE Tn7 FP inh = -5	TCR-CD3 inh = -3	TDP2 inh = -11	UHRF1 MBD2 ctr = 2	PRMT1 inh = -3	LEDGF integ inh = 2	SIAE inh = 17	MBD2 inh = -6	KLK7 zymogen act = 0.4

> O=C(c1cccs1)n1nc(-c2ccc(Cl)cc2)nc1NCc1ccco1
  DDE Tn6 FP inh = 3	DDE Tn7 FP inh = 2	TCR-CD3 inh = 5	TDP2 inh = 1	UHRF1 MBD2 ctr = -3	PRMT1 inh = 1	LEDGF integ inh = -1	SIAE inh = -7	MBD2 inh = -4	KLK7 zymogen act = 0.8

More compounds
SMILES	DDE Tn6 FP inh	DDE Tn7 FP inh	TCR-CD3 inh	TDP2 inh	UHRF1 MBD2 ctr	PRMT1 inh	LEDGF integ inh	SIAE inh	MBD2 inh	KLK7 zymogen act
COc1ccc(NC(=O)N(C)C[C@H]2Oc3c(NC(=O)Nc4c(C)noc4C)cccc3C(=O)N([C@H](C)CO)C[C@@H]2C)cc1	-7	4	-8	2	19	3	-4	7	6	0.1
O=C(NCc1nc2ccccc2[nH]1)c1c(F)c(F)c(F)c(F)c1F	-8	-5	-6	8	0	-5	0	0	0	-0.3
Cc1c(C)n(Cc2ccccc2)c2ccc(C(=O)O)cc12	3	1	-11	6	-4	-2	-1	11	-2	-0.3
C=C(C)CN(CC)C(=O)CN1C(=O)NC2(CCc3ccccc32)C1=O (stereo not drawn)	-4	4	2	-5	4	-1	-1	0	7	-0.4
Cc1coc2cc3oc(=O)c(CCC(=O)NC4CC4)c(C)c3cc12	4	0	3	2	-1	0	-2	-6	0	8.4
Cc1csc(NC(=O)c2oc3ccccc3c2C)n1	1	7	5	1	-3	-2	4	-12	-2	0.6
Cc1cccc(N2CC(C(=O)Nc3nnc(SCC(=O)N4CCOCC4)s3)CC2=O)c1 (stereo not drawn)	5	3	-3	1	2	-1	-2	1	2	-1.0
COc1cc(OC)c(OC)cc1/C=N/NC(=O)C[n+]1ccccc1	-1	-4	7	-7	4	-1	0	49*	-5	2.2
O=C(OCC#CCSc1nnc(-c2cccc3ccccc23)o1)C1CCCC1	1	8	.	-7	-1	1	6	4	-6	.
O=S(=O)(/C=C/c1ccccc1)N1CCN(c2ccc(F)cc2)CC1	0	-3	-4	7	-2	0	-2	-6	1	-0.2
COc1ccc(C(=O)N[C@H](C(=O)OCC(=O)NC(=O)c2cccn2C)C(C)C)cc1	8	4	2	8	2	-1	0	-1	-2	0.8
Cc1ccc(C(=O)CCC(=O)NC2=NCCS2)cc1	1	1	-1	-1	3	8	-4	-2	5	-0.2
Cc1ccc(N(Cc2cc3cc(C)ccc3[nH]c2=O)S(=O)(=O)c2ccccc2)cc1	7	3	3	6	0	2	-2	-4	2	0.1
CCOc1ccc(C(=O)Nc2cccc(C)n2)cc1	7	1	5	4	1	-2	1	3	-4	0.3
O=C(NCc1ccccn1)C1Nc2ccc(C(F)(F)F)cc2C2C=CCC12 (stereo not drawn)	6	-3	-6	10	-6	10	1	16	0	-1.5
COc1ccccc1-c1c(C)nn2c(C)c(C(C)=O)cnc12	-2	1	-2	-2	-4	-1	1	2	0	0.2
O=C(Nc1nnc(SCc2ccccc2)s1)c1cccc([N+](=O)[O-])c1	3	2	-1	10	0	2	1	-10	6	-0.4
CC(C)OCCOc1ccc2oc(-c3ccco3)cc(=O)c2c1	-1	-1	8	4	15	-2	0	2	1	24*
CC(=O)c1cccc(NC(=O)CSc2ccc(-c3cccnc3)nn2)c1	-6	0	-2	-11	1	-3	1	-4	-4	-0.7
O=C(COC(=O)c1cnccn1)Nc1ccc(Cl)cc1	0	2	7	-6	0	-2	1	2	-6	-0.5

Arranged by value in PRMT1 inh (high to low): some entries from above.
molecule	DDE Tn6 FP inh	DDE Tn7 FP inh	TCR-CD3 inh	TDP2 inh	UHRF1 MBD2 ctr	PRMT1 inh	LEDGF integ inh	SIAE inh	MBD2 inh	KLK7 zymogen act
Cc1ccc(C(=O)CCC(=O)NC2=NCCS2)cc1	1	1	-1	-1	3	8	-4	-2	5	-0.2
O=C(Nc1nnc(SCc2ccccc2)s1)c1cccc([N+](=O)[O-])c1	3	2	-1	10	0	2	1	-10	6	-0.4
CCOc1ccc(C(=O)Nc2cccc(C)n2)cc1	7	1	5	4	1	-2	1	3	-4	0.3
CC(=O)c1cccc(NC(=O)CSc2ccc(-c3cccnc3)nn2)c1	-6	0	-2	-11	1	-3	1	-4	-4	-0.7

Next compounds follow:
SMILES	DDE Tn6 FP inh	DDE Tn7 FP inh	TCR-CD3 inh	TDP2 inh	UHRF1 MBD2 ctr	PRMT1 inh	LEDGF integ inh	SIAE inh	MBD2 inh	KLK7 zymogen act
COc1cc(/C=N/Nc2nc3ccccc3s2)cc([N+](=O)[O-])c1O	-1	-6	-5	-16	0	6	-2	-7	0	-0.1
O=C(CSC1=Nc2ccccc2C2=NC(CC(=O)NCc3ccco3)C(=O)N12)NCc1ccco1 (stereo not drawn)	11	4	2	-5	-2	7	-4	2	-7	-0.3
Cc1cc(NC(=O)CSc2nnc(-c3cccnc3)n2Cc2ccccc2)no1	5	0	6	-4	0	2	5	-1	0	0.4
COc1ccc(CCN2CCCn3c2nc2c3c(=O)n(CC(C)C)c(=O)n2C)cc1OC	-7	4	-4	-9	5	6	3	-5	7	0.0
COc1ccc(NC2c3ncccc3C(=O)N2Cc2ccccc2)c(OC)c1 (stereo not drawn)	-9	8	-4	-2	0	1	2	+	3	2.3
CCC(=O)Nc1cc(C)c(NC(=O)c2ccccc2OC)cn1	4	3	4	5	-2	-2	-2	1	2	-0.2

No new results follow: 3 of the compounds above.
SMILES	DDE Tn6 FP inh	DDE Tn7 FP inh	TCR-CD3 inh	TDP2 inh	UHRF1 MBD2 ctr	PRMT1 inh	LEDGF integ inh	SIAE inh	MBD2 inh	KLK7 zymogen act
COc1cc(/C=N/Nc2nc3ccccc3s2)cc([N+](=O)[O-])c1O	-1	-6	-5	-16	0	6	-2	-7	0	-0.1
O=C(CSC1=Nc2ccccc2C2=NC(CC(=O)NCc3ccco3)C(=O)N12)NCc1ccco1 (stereo not drawn)	11	4	2	-5	-2	7	-4	2	-7	-0.3
Cc1cc(NC(=O)CSc2nnc(-c3cccnc3)n2Cc2ccccc2)no1	5	0	6	-4	0	2	5	-1	0	0.4
